Source: PubChem BioAssay (National Center for Advancing Translational Sciences (NCATS))
HP1b chromo inh: HTS for Inhibitors of HP1-beta Chromodomain Interactions with Methylated Histone Tails | Chromobox protein homolog 1 (Homo sapiens), P83916 | AlphaScreen HP1-beta / biotin-H3K9me3 peptide binding | Potency, µM (doses to about 114 µM), without a hit: top-dose activity change, negative = inhibition, usual class: inhibitors | 0.56% of 390,000 active | AID 540317, 2011; also: potency is read from the fitted curve at half-maximal effect; nearly all actives have a fitted effect of over 70% in size; inactives centre near 23
Target sequence (P83916 whole entry, looked up): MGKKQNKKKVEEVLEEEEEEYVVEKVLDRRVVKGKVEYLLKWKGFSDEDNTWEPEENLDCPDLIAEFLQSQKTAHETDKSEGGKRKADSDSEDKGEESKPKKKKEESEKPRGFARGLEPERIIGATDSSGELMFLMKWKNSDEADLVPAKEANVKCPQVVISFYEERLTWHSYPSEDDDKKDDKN
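AlphaScreen: HP1-beta (50 nM) preformed 30 min with biotin-H3(1-18)K9me3 peptide (50 nM) in PBS pH 7.4, 0.01% Tween-20. Compound added for 30 min at RT, then streptavidin donor/nickel chelate acceptor beads (10 ug/mL) for 30 min.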
PI4K2A block: qHTS for small molecular inhibitors of PI4K2A | purified PI4K2A, ADP-Glo luminescence, 1 h; hits give low values | 0.13% of 420,000 active | activity change, negative = inhibition, % at 76.9 µM; in the data active = activity change below about -50%; inconclusive = mostly about -30% to -49%;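 also: -100% = wells without enzyme as full effect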
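In this quantitative HTS, ADP production by PI4K2A was quantified luminescently after 1 h at ambient temperature; 100 microM adenosine served as plate-quality control.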
TrxR1 substrate: qHTS Assay for Substrates of Mammalian Selenoprotein Thioredoxin Reductase 1 (TrxR1): qHTS. Thioredoxin reductase 1, cytoplasmic (Rattus norvegicus), O89049. purified TrxR1 substrate turnover, NADPH consumption readout. Potency, µM (top dose mostly 114 µM), for inactives: top-dose activity change, negative = substrate turnover. 0.01% of 390,000 active. AID 588456, 2011; also: potency is read from the fitted curve at half-maximal effect; % is scaled to controls: 0 for no effect and ±100 for the full control effect; nearly all actives have a fitted effect of over 50% in size
Target sequence (O89049 whole entry, looked up): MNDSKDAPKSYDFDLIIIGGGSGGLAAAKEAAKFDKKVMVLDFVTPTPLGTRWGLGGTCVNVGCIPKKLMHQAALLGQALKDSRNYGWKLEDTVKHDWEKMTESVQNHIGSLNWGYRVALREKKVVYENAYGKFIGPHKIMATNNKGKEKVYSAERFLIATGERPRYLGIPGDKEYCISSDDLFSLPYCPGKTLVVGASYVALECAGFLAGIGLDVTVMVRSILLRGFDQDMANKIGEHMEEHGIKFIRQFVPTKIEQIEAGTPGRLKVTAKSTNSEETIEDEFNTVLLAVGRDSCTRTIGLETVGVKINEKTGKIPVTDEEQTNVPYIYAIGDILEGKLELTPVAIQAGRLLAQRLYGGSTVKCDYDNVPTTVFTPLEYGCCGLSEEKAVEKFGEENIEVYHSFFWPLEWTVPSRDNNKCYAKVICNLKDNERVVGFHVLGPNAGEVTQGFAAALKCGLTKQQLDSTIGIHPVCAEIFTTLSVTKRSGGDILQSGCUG
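Rat TrxR1, dispensed at 90 nM, was prereduced with 400 uM NADPH (final) for 5 min at ~22 deg C, then incubated with compound 15 min before 400 uM selenite. A first-read NADPH fluorescence drop versus no-compound background flagged substrates.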
TrxR1 inh: qHTS Assay for Inhibitors of Mammalian Selenoprotein Thioredoxin Reductase 1 (TrxR1): qHTS | Potency, µM (series often up to 114 µM), inactives show at the top dose activity change, negative = inhibition, hits mostly inhibitors | 1% of 390,000 active | AID 588453, 2011 | recombinant rTrxR1, NADPH fluorescence consumption, selenite substrate; also: potency is read from the fitted curve at half-maximal effect; % is scaled to controls: 0 for no effect and ±100 for the full control effect; nearly all actives have a fitted effect of over 65% in size
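Rat TrxR1 (90 nM in the dispensed reagent) was pre-reduced with 400 uM NADPH for 5 min at room temperature, then incubated with compound for 15 min. After 400 uM selenite was added, NADPH fluorescence (Ex 340/Em 450 nm) was followed for 8 min.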
IDH1 R132H inh: qHTS for Inhibitors of mutant isocitrate dehydrogenase 1 (IDH1): qHTS; Potency, µM (top dose mostly 76.6 µM), inactives show at the top dose activity change, negative = inhibition, most hits filed as inhibitors; 0.093% of 390,000 active; IDH1-R132H enzyme, NADPH consumption, diaphorase/resazurin fluorescence; also: potency is read from the fitted curve at half-maximal effect; % is scaled to controls: 0 for no effect and ±100 for the full control effect; nearly all actives have a fitted effect of over 65% in size
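IDH1-R132H (0.5 ug/mL) preincubated 30 min with compound, then NADPH (0.016 mM) and alpha-KG (2 mM) added; 80 min at RT, pH 7.5. Remaining NADPH coupled via diaphorase/resazurin to fluorescence (540/590 nm); concentration-response curves normalized to no-enzyme control.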
GLS inh: qHTS for Inhibitors of Glutaminase (GLS). AID 624170, 2012. Potency, µM (top dose mostly 45.5 µM), for inactives: top-dose activity change, negative = inhibition, actives largely listed as inhibitors. Glutaminase kidney isoform, mitochondrial (Homo sapiens), O94925. GLS enzymatic activity, qHTS titration. 0.21% of 410,000 active; also: potency is read from the fitted curve at half-maximal effect; % is scaled to controls: 0 for no effect and ±100 for the full control effect
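hKGA in 45 mM KH2PO4 pH 8.2, 0.02% Tween-20 with pin-transferred compounds; 1 mM L-glutamine (stock) plus glutamate oxidase/HRP/Amplex Red coupling added. Fluorescence read initially and after 30 min at RT.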
Tb PGK inh: qHTS Assay to Find Inhibitors of Phosphoglycerate Kinase | Phosphoglycerate kinase, glycosomal (Trypanosoma brucei brucei), P07378 | PGK/GAPDH coupled, Kinase-Glo luminescence, 60 min | Potency, µM (series often up to 57.5 µM), for inactives: at the highest dose activity change, negative = inhibition, hits mostly inhibitors | 0.043% of 380,000 active | AID 602233, 2012; also: potency is read from the fitted curve at half-maximal effect; % is scaled to controls: 0 for no effect and ±100 for the full control effect; nearly all actives have a fitted effect of over 60% in size
Target sequence (P07378 whole entry, looked up): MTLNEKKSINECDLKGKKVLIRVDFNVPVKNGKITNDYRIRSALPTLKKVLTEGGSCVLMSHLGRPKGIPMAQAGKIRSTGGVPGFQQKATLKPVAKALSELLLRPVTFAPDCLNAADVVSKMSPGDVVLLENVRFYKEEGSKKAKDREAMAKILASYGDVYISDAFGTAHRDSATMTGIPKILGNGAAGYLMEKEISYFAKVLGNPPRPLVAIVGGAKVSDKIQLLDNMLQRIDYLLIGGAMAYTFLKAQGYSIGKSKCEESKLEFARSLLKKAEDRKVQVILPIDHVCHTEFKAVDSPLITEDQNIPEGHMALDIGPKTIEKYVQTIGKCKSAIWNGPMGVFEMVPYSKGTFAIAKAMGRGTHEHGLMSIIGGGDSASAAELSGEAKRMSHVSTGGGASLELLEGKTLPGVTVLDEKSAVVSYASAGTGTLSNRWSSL
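Luminescent ATP detection (Kinase-Glo Plus) follows a 60-minute room-temperature incubation, with wells lacking PGK as controls. Buffer: 100 mM TEA (pH 7.6), 5 mM MgCl2, 0.01% Tween-20. Coupling enzyme GAPDH (100 nM final) supplies unstable 1,3-BPG in-well.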
USP1-UAF1 inh: Inhibitors of USP1/UAF1: Primary Screen | recombinant USP1/UAF1, Ub-Rhodamine cleavage fluorescence | Potency, µM (series often up to 57.1 µM), without a hit: at the highest dose activity change, negative = inhibition, actives largely listed as inhibitors | 0.23% of 390,000 active | AID 743255, 2014; also: potency is read from the fitted curve at half-maximal effect; % is scaled to controls: 0 for no effect and ±100 for the full control effect; nearly all actives have a fitted effect of over 60% in size; inactives centre near -12
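1 nM enzyme complex + cpd, 15 min RT; start with Ub-Rho 150nM final; kinetic fluorescence ex 480/em 540, 6 reads q60 s. Buffer 50mM HEPES pH 7.8, 0.5mM EDTA, 0.1 mg/ml BSA, 1mM TCEP, 0.01% Tween-20.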
Pin1 inh: qHTS Assay to Find Inhibitors of Pin1; AID 504891, 2011; Potency, µM (titrated, usually from 115 µM), for inactives: at the highest dose activity, negative = inhibition, usual class: inhibitors; 0.009% of 390,000 active; Peptidyl-prolyl cis-trans isomerase NIMA-interacting 1 (Homo sapiens), Q13526; Pin1 FP peptide displacement, HiFluor488, 10 min; active = well fitted inhibition curve with a large enough effect in the polarisation, with a control signal flat, not every such curve was filed as active; inconclusive = small, poorly fitted or top-dose-only effect, or effect the other way, or a change in a side signal; inactive = no such curve, though single readings can be large or run the other way; the % refers to the polarisation; also: potency is read from the fitted curve at half-maximal effect; % is scaled to controls: 0 for no effect and ±100 for the full control effect
Starred values were filed as active, the others as inactive; i = inactive; ? = inconclusive; · = no result given; [ ] = remark or other dose. Unless noted, calls follow the shape of the dose curve; as a rule, active = well fitted curve in the direction sought with a large enough effect; inconclusive = small, poorly fitted or top-dose-only effect, or another doubt; inactive = no such curve, though single readings can be large; an effect the other way counts as inactive or inconclusive. Not all compounds are listed, so the mix of outcomes need not match the whole.

Second line of a record – Tb PGK inh	TrxR1 inh	PI4K2A block	GLS inh	TrxR1 substrate	IDH1 R132H inh	USP1-UAF1 inh	HP1b chromo inh	Pin1 inh
O=C(COC(=O)c1ccc(S(=O)(=O)N2CCOCC2)cc1)NCc1cccs1
  -3%	12%[57.1 µM]	-19	11%	9%[57.1 µM]	0%	-16%	19%	-6%
O=C(NCCc1c[nH]c2ccccc12)C(=O)NCC1OCCN1S(=O)(=O)c1cc(F)ccc1F (centres undefined)
  -6%	19%	-6	7%	-4%	-1%	-2%	-4%	42%[activator]
CC(C)(C)c1ccc(C(=O)CSc2n[nH]c(=O)[nH]c2=O)cc1
  -4%	-4%	4	7%	-3%	0%	-18%	31%	-2%
CCOC(=O)c1cn(CC)c2cc(Cl)c([N+](=O)[O-])cc2c1=O
  -1%	6%	0	8%	-3%	4%	0%	21%	1%
S=C(NCCc1ccccc1)Nc1nccs1
  -9%	?	-3	6%	5%[57.1 µM]	1%	-10%	-12%	-1%
O=C(c1ccccc1)N1CCC(CC2CC(c3ccc(Cl)cc3)=NO2)(C(=O)NCC2CCCCC2)CC1 (centres undefined)
  i	8%	-1	2%	-7%	-11%	-20%	25%	1%
O=C(CCn1cnc2ccccc2c1=O)NCc1ccccc1Cl
  -11%	29%[57.1 µM]	-2	?	3%[57.1 µM]	17%	1%	20%[57 µM]	-2%
Cc1c(C(c2cc(O)ccc2Cl)c2c(C)n(C)n(-c3ccccc3)c2=O)c(=O)n(-c2ccccc2)n1C
  8%	-27%	-2	25%	-13%	-8%	-5%	48%[activator]	-9%
Nc1cccnc1Sc1ccc([N+](=O)[O-])cn1
  3%	-6%[57.1 µM]	1	?	5%[57.1 µM]	7%	3%	-16%	2%
CCCn1c(SCC(=O)NCc2ccco2)nnc1-c1ccncc1
  -5%	9%	0	-10%	14%[11.4 µM]	1%	-18%	15%	0%

Continuation.
Second line of a record – Tb PGK inh	TrxR1 inh	PI4K2A block	GLS inh	TrxR1 substrate	IDH1 R132H inh	USP1-UAF1 inh	HP1b chromo inh	Pin1 inh
COc1cccc(CNC(=O)CC2C(=O)NCCN2CCCc2ccccc2)c1 (centres undefined)
  1%	25%[2.29 µM]	1	2%	2%	-3%	-5%	25%	-5%
C=COC(=O)CSc1snc(SCC(=O)OC)c1C#N
  -2%	4%[57.1 µM]	9	10%	11%[57.1 µM]	0%	-14%	65%[activator]	10%
COc1ccc2ccccc2c1CNCCCN1CCOCC1
  4%	19%[57.1 µM]	1	8%	7%[57.1 µM]	-1%	-12%	46%[activator]	-2%
CC(=O)NC(CC(=O)NC12CC3CC(CC(C3)C1)C2)c1ccccc1 (centres undefined)
  3%	-2%	-1	5%	0%	2%	-14%	29%	-13%
Cc1ccc(N2C(=O)CSC23C(=O)N(CC(=O)Nc2ccc(C(C)C)cc2)c2ccccc23)cc1C (centres undefined)
  -2%	26%	-3	2%	4%	3%	-24%	17%	13%
O=C(NCCc1ccccc1F)C1CCC(=O)N(CCCN2CCCC2=O)C1 (centres undefined)
  -2%	26%	1	0%	9%	2%	-19%	30%	-4%
CCN1CCN(C(c2cccs2)C(C)NC(=O)c2cccc(OC)c2)CC1 (centres undefined)
  -6%	7%[57.1 µM]	-3	0%	0%[57.1 µM]	-6%	-7%	25%	-11%
CN1c2ccc(C=O)c3c(C=O)ccc(c23)N(C)C1(C)C
  -2%	?	0	-10%	178%[activator]	11%	?	?	?
CN1C(=O)Cc2cc(S(=O)(=O)CCC(=O)N3CCN(c4cccc(Cl)c4)CC3)ccc21
  i	13%[57.1 µM]	-1	5%	1%[57.1 µM]	8%	-6%	-10%	28%
Cc1ccccc1NC(=O)/C=C/c1cccs1
  -9%	22%[57.1 µM]	-6	0%	10%[57.1 µM]	10%	-19%	27%	-1%

Sorted by formula weight (rising): some entries from above.
Second line of a record – Tb PGK inh	TrxR1 inh	PI4K2A block	GLS inh	TrxR1 substrate	IDH1 R132H inh	USP1-UAF1 inh	HP1b chromo inh	Pin1 inh
CC(C)(C)c1ccc(C(=O)CSc2n[nH]c(=O)[nH]c2=O)cc1
  -4%	-4%	4	7%	-3%	0%	-18%	31%	-2%
CC(=O)NC(CC(=O)NC12CC3CC(CC(C3)C1)C2)c1ccccc1 (centres undefined)
  3%	-2%	-1	5%	0%	2%	-14%	29%	-13%
O=C(NCCc1c[nH]c2ccccc12)C(=O)NCC1OCCN1S(=O)(=O)c1cc(F)ccc1F (centres undefined)
  -6%	19%	-6	7%	-4%	-1%	-2%	-4%	42%[activator]

Going on with the list.
Second line of a record – Tb PGK inh	TrxR1 inh	PI4K2A block	GLS inh	TrxR1 substrate	IDH1 R132H inh	USP1-UAF1 inh	HP1b chromo inh	Pin1 inh
CC1CCCCN1S(=O)(=O)c1cnc(Cl)c(Br)c1 (centres undefined)
  i	-8%	-1	8%	-2%	5%	-2%	34%[activator]	2%
CCN(CC)C(=O)C(=O)N/N=C/c1ccc(C(=O)O)cc1
  -5%	-6%	-6	2%	-11%	-1%	-20%	39%	9%
CCc1ccc(NC(=O)c2ccc3c(O)c(S(=O)(=O)c4ccc(Cl)cc4)c(=O)[nH]c3c2)cc1
  -15%	-6%	0	-3%	-8%	-9%	?	17%	·
CCOc1ccc(NC(=O)c2ccc(OC)cc2)cc1
  i	10%	-3	7%	3%	9%	-5%	50%[activator]	1%
COc1ccc(/C(C)=N/OCC(=O)N=Nc2c(O)[nH]c3ccccc23)cc1
  -5%	10%[57.1 µM]	-4	-3%	3%[57.1 µM]	16%	-7%	15%	-4%
Clc1ccc(CNc2nc(CN3CCOCC3)nc3scc(-c4ccccc4)c23)cc1
  i	-8%	-6	7%	-6%	-18%	-20%	-21%	7%
CC1(C)CC(=O)C(N=Nc2ccc(OC(F)F)cc2)=C(O)C1
  2%	-3%[57.1 µM]	-19	9%	-12%[57.1 µM]	-6%	-10%	-16%	2%
CSc1nc2ccccc2cc1/C=C(\C#N)c1ccc(Cl)cc1Cl
  -9%	1%[57.1 µM]	-7	5%	2%[57.1 µM]	-6%	2%	35%[activator]	3%
COc1ccc2c(c1)C1=NN(/C(C)=C/C(C)=O)C(c3ccc(F)cc3)C1CC2 (centres undefined)
  0%	-12%	6	12%	-9%	7%	?	-14%	13%
COCCCNC(=O)CCCn1c(=O)c2ccccc2n(CC(=O)Nc2c(C)cc(C)cc2C)c1=O
  -3%	-10%[57.1 µM]	2	50%[activator]	-7%[57.1 µM]	4%	-2%	34%	1%

Next structures:
Second line of a record – Tb PGK inh	TrxR1 inh	PI4K2A block	GLS inh	TrxR1 substrate	IDH1 R132H inh	USP1-UAF1 inh	HP1b chromo inh	Pin1 inh
COc1ccc(OC)c(NS(=O)(=O)c2ccc3c(c2)CCCN3C(=O)C2CCC2)c1
  i	15%[57.1 µM]	-2	17%	5%[57.1 µM]	1%	-6%	15%[57 µM]	?
CC(NC(=O)C1CC2CCCC(C1)C2=O)c1ccccc1 (centres undefined)
  -4%	13%[57.1 µM]	1	-9%	5%	-4%	-15%	-4%	0%
Cc1ccc(-c2cc([C@H]3[C@H]4C=CC[C@@H](C)[C@@H]4C(=O)N3Cc3ccccc3)ccc2F)cc1
  i	29%	-2	2%	4%	-6%	-20%	41%[activator]	-4%
CCN(C1CCCCC1)S(=O)(=O)c1c(C)n(C)c(=O)n(C)c1=O
  4%	6%	0	-2%	0%	2%	-12%	25%	0%
COc1ccc(N(CC(=O)Nc2cccc(C(F)(F)F)c2)S(C)(=O)=O)cc1
  -11%	-7%	-2	4%	-10%	0%	-29%	42%[activator]	0%
Cc1ccc(OCCSc2nc3ccccc3n2CC(=O)N2CCCCC2)cc1C
  -5%	17%	1	6%	4%	-1%	-22%	-1%	-8%
CON(C)C(=O)CC(CN(Cc1ccccc1)C(=O)OC(C)(C)C)c1ccc(Cl)cc1 (centres undefined)
  -3%	3%	-4	-4%	-12%	12%	-16%	27%	2%
O=C(Nc1cccc(-c2nc3ccccc3o2)c1)c1ccc(-c2ccc(Br)cc2)o1
  -4%	11%	5	-24%	35%[activator]	-8%	-21%	42%[activator]	?
O=C1COc2ccc(S(=O)(=O)Nc3ccc4c(c3)OCO4)cc2N1
  i	2%[57.1 µM]	-2	8%	-5%[57.1 µM]	9%	-25%	37%	-11%
S=C(Nc1ccc(N2CCOCC2)cc1)Nc1ccc2snnc2c1
  -5%	-31%	-3	36%[activator]	-3%	1%	-7%	-13%	4%
CC(=O)N(C)c1ccc(NC(=O)Nc2ccccc2C)cc1
  -9%	6%	-1	-1%	9%	10%	-8%	58%[activator]	-8%
Cc1nc(-c2ccc(C)c(S(=O)(=O)N3CCC(C(=O)Nc4ccc(Cl)cc4)CC3)c2)no1
  -7%	6%[57.1 µM]	-7	-10%	-3%[57.1 µM]	14%	-19%	17%	0%
